mcGAS MS inh – inhibitors of Mus musculus cyclic GMP-AMP synthase, initial high-throughput assay, cell-free, RapidFire MS; hit rate 0.18% among 130,000; recombinant mouse cGAS, cGAMP by RapidFire MS; inhibition, % at 12.5 µM; Q8C6L5; AID 1259397, 2018;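 active = inhibition of cGAS enzyme activity at or above 60%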;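 also: enzyme stimulated by 45 bp dsDNA with ATP and GTP substrates; cGAMP share of summed cGAMP plus half ATP and half GTP signals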
Target sequence (Q8C6L5 whole entry, looked up): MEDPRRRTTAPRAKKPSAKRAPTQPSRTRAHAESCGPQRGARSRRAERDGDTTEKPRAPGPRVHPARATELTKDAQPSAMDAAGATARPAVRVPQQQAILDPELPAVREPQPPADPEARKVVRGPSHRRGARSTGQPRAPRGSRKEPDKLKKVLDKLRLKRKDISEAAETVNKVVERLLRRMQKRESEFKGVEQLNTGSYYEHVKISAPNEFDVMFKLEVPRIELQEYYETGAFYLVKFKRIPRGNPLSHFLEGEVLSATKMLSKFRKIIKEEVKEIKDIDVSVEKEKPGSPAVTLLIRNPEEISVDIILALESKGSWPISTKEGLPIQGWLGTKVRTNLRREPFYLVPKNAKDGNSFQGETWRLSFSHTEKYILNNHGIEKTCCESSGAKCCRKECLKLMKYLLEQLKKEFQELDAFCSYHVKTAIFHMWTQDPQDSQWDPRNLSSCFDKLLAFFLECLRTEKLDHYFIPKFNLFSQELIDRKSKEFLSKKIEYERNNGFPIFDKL
Numbers without * were called inactive; & = joins results of further samples. An excerpt; rates above refer to the full screens.

No.	SMILES	mcGAS MS inh
1	CC(=O)c1cc(C(=O)N2CCC(n3cc(C(C)(C)O)nn3)CC2)cs1	7.9
2	Cc1noc(C)c1CC(C)C(=O)NS(=O)(=O)c1ccc(F)cc1 (centres undefined)	-7.2&-5.5
3	O=C(CCC(=O)c1ccc2c(c1)CCCC2)NC(c1nn[nH]n1)c1cc(F)ccc1F (centres undefined)	-8.5
4	CC(C)(C)c1ccc(C2=NC(=Cc3ccc4c(c3)OCCO4)C(=O)O2)cc1	-1.9
5	CCC(=O)N(C)c1ccccc1C(=O)NC(C)C(O)Cc1ccccc1 (centres undefined)	-5.6
6	CN(C)n1c2c(c3oc(=O)cc(O)c3c1=O)CCCCC2	-20.1
7	Cc1cccc2c(=O)c(-c3cccc4ccccc34)c(N)oc12	-9.3
8	CCC(OC1CCCC1)C(=O)N(C)CC(C)C#N (centres undefined)	5.6
9	Cc1ncsc1C(=O)N1CCCC(CCc2ccccc2C(F)(F)F)C1 (centres undefined)	9.6
10	Cc1cnc(C(=O)NC(c2ccc(F)cc2)C2CCCC2)cn1 (centres undefined)	-19.2
11	CC(C)Oc1ccc(Cl)cc1C(=O)NCc1cn2c(n1)CCCC2	-10.4
12	CCS(=O)(=O)c1ccc2c(c1)N1CCS(=O)(=O)N=C1O2	-0.8
13	COc1ccc(N2CCC(Nc3nnc(C)c(C)c3C#N)CC2)cc1	-4.6
14	OCc1ccc(F)cc1Br	-2.0
15	Cn1c(SCC(=O)N2CCOCC2)nnc1-c1ccc(F)cc1	-0.8
16	COc1cc(S(=O)(=O)N2CCN(c3cccc(C)c3C)CC2)c(C)cc1C	-4.0
17	CNc1nc(N2CC[C@@H](c3ccc4c(c3)OCO4)[C@H](O)C2)nc2c1CCC2	-8.0
18	CCOCCCn1ccnc1-c1cccnc1	-2.4
19	Cc1nccn1-c1ccc(C(F)(F)F)cc1NC(=O)Nc1ccc(Cl)cc1	-4.5
20	Cc1c(CN(C)C)c2c(n1C)C(=O)c1ccc(Br)cc1-2	-1.6

Molecules listed so far containing a Cl atom (2):
No.	SMILES	mcGAS MS inh
11	CC(C)Oc1ccc(Cl)cc1C(=O)NCc1cn2c(n1)CCCC2	-10.4
19	Cc1nccn1-c1ccc(C(F)(F)F)cc1NC(=O)Nc1ccc(Cl)cc1	-4.5

Structural class: those above containing bromine (2)
No.	SMILES	mcGAS MS inh
14	OCc1ccc(F)cc1Br	-2.0
20	Cc1c(CN(C)C)c2c(n1C)C(=O)c1ccc(Br)cc1-2	-1.6

Remaining list, next part:
No.	SMILES	mcGAS MS inh
21	CC(=O)NC(C)c1cc2c(cc1Br)OCCO2 (centres undefined)	-15.0
22	CCc1nc(C)sc1CNc1nc(-c2cccnc2)nc2c1cnn2C	-13.1
23	COc1ccc2cc(C(=O)N3CCN(Cc4ccc5c(c4)CCO5)CC3)ccc2c1	-11.0
24	O=c1c[n+]([O-])c2ccccc2n1OCc1ccccc1	-3.7
25	COc1ccccc1/C=C/C=N\NC(=O)CSc1nnc(-c2ccccc2)n1-c1ccccc1	-7.4
26	O=C(CCc1nc(-c2ccco2)no1)NC1C2CC3CC(C2)CC1C3 (centres undefined)	-13.6
27	C[C@@H]1CN(CC(=O)N2CCC3(CCC(=O)N(C)CC3)CC2)C[C@H](C)O1	0.5
28	CC1C(NC(=O)C(=NOC(C)(C)C(=O)O)c2csc(N)n2)C(=O)N1S(=O)(=O)O (centres undefined)	11.8
29	Cc1nc2c(s1)CN(C(=O)CN)CC2	-3.0
30	CC1COCCN1C(=O)NCC1CCCN(C)C1c1cccs1 (centres undefined)	-6.0
31	CSc1nccc(N2CCC3(CCCN(Cc4ccc(F)cc4)C3)C2)n1 (centres undefined)	-16.7
32	Clc1cc(Cl)c(N=Cc2ccncc2)cc1Cl	-7.8
33	Cc1cccc2cc(/C=N\NC(=O)CN3CCCCC3)c(Cl)nc12	1.3
34	COc1ccc(-c2[nH]ncc2-c2nc3c([nH]2)c(C)nn3C(C)C2CC2)cc1 (centres undefined)	-9.9
35	CC(C)(C)c1ccc(CC(=O)N2CCC2(C)C(=O)NC2CCCC2)cc1 (centres undefined)	-5.5
36	CCc1cc2c(SCc3nc(-c4cccs4)no3)ncnc2s1	1.6
37	Cc1ccnc(NCCNc2nc(C(C)(C)C)nc3c2cnn3C)c1	-10.1
38	Cc1ccc(NC(=O)N2CCC3CCCCC3C2)c(Cl)c1 (centres undefined)	-8.4
39	CC(Nc1ncccn1)c1cc2ccccc2o1 (centres undefined)	-4.2
40	Cc1ccccc1CCC1CCCN(Cc2nnc(-c3ccco3)o2)C1 (centres undefined)	5.9

Reformatted: results already given.
#	mcGAS MS inh	canonical_smiles
21	-15.0	CC(=O)NC(C)c1cc2c(cc1Br)OCCO2 (centres undefined)
22	-13.1	CCc1nc(C)sc1CNc1nc(-c2cccnc2)nc2c1cnn2C
23	-11.0	COc1ccc2cc(C(=O)N3CCN(Cc4ccc5c(c4)CCO5)CC3)ccc2c1
24	-3.7	O=c1c[n+]([O-])c2ccccc2n1OCc1ccccc1
25	-7.4	COc1ccccc1/C=C/C=N\NC(=O)CSc1nnc(-c2ccccc2)n1-c1ccccc1

By substructure: the compounds so far containing a tert-butyl group
No.	SMILES	mcGAS MS inh
4	CC(C)(C)c1ccc(C2=NC(=Cc3ccc4c(c3)OCCO4)C(=O)O2)cc1	-1.9
35	CC(C)(C)c1ccc(CC(=O)N2CCC2(C)C(=O)NC2CCCC2)cc1 (centres undefined)	-5.5
37	Cc1ccnc(NCCNc2nc(C(C)(C)C)nc3c2cnn3C)c1	-10.1

(cont.)
No.	SMILES	mcGAS MS inh
41	Cc1occc1C(=O)NNC(=O)N(C)C(C1CC1)C1CC1	-7.1
42	CCN(CC1CCCN(CCc2cccc(F)c2)C1)C(=O)c1cnccn1 (centres undefined)	-9.5
43	COc1cccc(CSC(C)C(C)O)c1 (centres undefined)	-10.2
44	Cc1cccc(C(=O)Nc2ccc(NC(=O)c3ccco3)cc2C(F)(F)F)n1	-1.4
45	CSc1nc2c(sc(=S)n2-c2ccccc2)c(=O)[nH]1	-3.3
46	Cn1c(=O)c2c(ncn2CCCC#N)n(C)c1=O	-5.8
47	CN(CC1COc2ccccc2O1)c1ccc(-c2nc(C3CC3)no2)cn1 (centres undefined)	-4.5
48	CCCn1cnc(NC(=O)c2cccc(CN3CCCC(O)C3)c2)n1 (centres undefined)	-13.1
49	CC1CCC(N(C)C(=O)Cn2cnc(C#N)n2)CC1 (centres undefined)	-7.9
50	O=C(CCC1CCN(Cc2ccc3nonc3c2)CC1)N1CCC(Cc2ccccc2)CC1	-9.8
51	CCOc1c(Cl)cc(/C=C/C(=O)NCc2cccc(OC)c2)cc1OC	-6.4
52	Cc1ccccc1-n1ncc2c(C(C)C)nn(CC(=O)N(C)c3ccccc3)c(=O)c21	-3.0
53	COc1ccccc1S(=O)(=O)N1CCSc2ccncc21	-5.1
54	COc1ccc(CNC(=O)c2sc(=O)n(Cc3ccccc3OC)c2C)cc1	-7.7
55	CC(C)Cc1csc2nc(CC#N)[nH]c(=O)c12	-13.9
56	CC(C)N1CCCC(C)(C(=O)Nc2ccc(Cl)c(Cl)c2)C1 (centres undefined)	-0.7
57	CCN(CC)CCNc1nc2c(c(=O)n(C)c(=O)n2C)n1Cc1cccc(C)c1	-3.2
58	Cc1ccc(CN2CCC(OCc3cccnc3)CC2)o1	-14.2
59	CC1CCN(C(=O)CCNC(=O)c2cn(CC3CCCNC3)nn2)CC1 (centres undefined)	2.0
60	N#CC(c1ccc(Cl)cc1Cl)c1cnnc2ccccc12 (centres undefined)	-0.5

No.	SMILES	mcGAS MS inh
61	CCCc1nnc(NC(=O)C2CCN(S(=O)(=O)c3c(Cl)cccc3Cl)CC2)s1	-3.9
62	CCC1c2ccsc2CCN1C(=O)c1nn(-c2ccccc2F)c(C)cc1=O (centres undefined)	2.7
63	COC(=O)NC(CC(C)C)C(=O)Nc1ccc(SC)c(F)c1 (centres undefined)	-9.7
64	O=C(N1CCOCC1)N1CCN(Cc2ccc(-n3cccn3)cc2)CC1	-37.2
65	N#Cc1ccc(C2N=C(c3ccccc3)NO2)cc1 (centres undefined)	-3.9
66	O=C(Cc1ccsc1)Nc1cc(S(=O)(=O)N2CCCCC2)ccc1N1CCOCC1	-18.2
67	CCC1(CNC(=O)C2CCCCN2Cc2cccnc2)CCC1 (centres undefined)	-5.0
68	COc1cc(OC)c(OC)cc1/C=C1/SC(=Nc2ccccc2)NC1=O	-3.5
69	CS(=O)(=O)N(c1ccc(N)cc1Br)S(C)(=O)=O	-19.0
70	Cc1ccc(-n2ncc3c(=O)n(NC(=O)c4ccc(C(F)(F)F)cc4)cnc32)cc1C	-6.5
71	COCCn1c(=O)c2c(nc3n(-c4ccc(OC)cc4)c(C)cn23)n(C)c1=O	-4.0
72	CCOc1ccc(C(O)=C2C(=O)C(=O)N(CCN(C)C)C2c2ccc(F)cc2)cc1C (centres undefined)	-3.1
73	CC(C)(C)c1nc2ccc([N+](=O)[O-])cc2[nH]1	5.8
74	COc1cc(CC(=O)NCc2ccc(N3CCOC(C)C3)nc2)cc(OC)c1OC (centres undefined)	1.2
75	Cn1cnc2c1c(=O)n(CC(=O)N1CCCC1C(=O)Nc1ccccc1)c(=O)n2C (centres undefined)	2.0
76	CCCC(C)c1nnc(NC(=O)Cc2ccc3c(c2)NC(=O)CO3)s1 (centres undefined)	-15.6
